High-throughput results from PubChem.
SKN-1 block = suppressors of acrylamide-induced Pgst-4::GFP reporter in worms, primary screen, SKN-1 inhibitor project, whole organism, uHTS, GFP/RFP fluorescence ratio, strain VP596. AID 624304, 2012. actives 0.49% (n = 360,000). inhibition, % at 21.8 µM. C. elegans VP596 Pgst-4::GFP/RFP ratio, 24 h;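 active means interference check ratio from 0.5 to 1.5 plus GFP to RFP signal ratio inhibition reaching or exceeding a fixed threshold, cut at about 30% in these data, passing the limit was not always enough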; further: some compounds called inactive have numbers as strong as hits
MsrA inh = bovine MsrA enzyme inhibitors, primary screen, biochemical, absorbance, HTS. inhibition, % at 15.5 µM. purified bovine MsrA, absorbance read-out. actives 0.75% (n = 360,000). Methionine sulfoxide reductase A (Bos taurus). AID 651718, 2012; in the data active means inhibition above about 4.5%;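 further: 0% = vehicle wells with enzyme and 100% = reference inhibitor wells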
FAS TE block = FAS thioesterase domain inhibitors, primary screen, biochemical, fluorescence intensity, uHTS; Fatty acid synthase (Homo sapiens), P49327; recombinant FAS-TE, OMFH fluorogenic substrate, fluorescence endpoint; inhibition, % at 15 µM; actives 0.67% (n = 360,000); AID 602261, 2012;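 active means compounds whose normalised, plate-corrected inhibition of enzyme fluorescence in the single-dose primary screen is 50% or more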;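 further: 0% = DMSO with enzyme and 100% = substrate without enzyme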
eLon inh = inhibitors of E. coli Lon protease, primary screen, biochemical, fluorescence polarization; purified E. coli Lon protease; AID 602123, 2011; inhibition, % at 7.94 µM; actives 0.42% (n = 360,000); in the data active means inhibition above about 13%, passing the limit was not always enough;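 further: 0% = enzyme with probe and DMSO and 100% = no enzyme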
Target sequence (P0A9M0 whole entry, looked up): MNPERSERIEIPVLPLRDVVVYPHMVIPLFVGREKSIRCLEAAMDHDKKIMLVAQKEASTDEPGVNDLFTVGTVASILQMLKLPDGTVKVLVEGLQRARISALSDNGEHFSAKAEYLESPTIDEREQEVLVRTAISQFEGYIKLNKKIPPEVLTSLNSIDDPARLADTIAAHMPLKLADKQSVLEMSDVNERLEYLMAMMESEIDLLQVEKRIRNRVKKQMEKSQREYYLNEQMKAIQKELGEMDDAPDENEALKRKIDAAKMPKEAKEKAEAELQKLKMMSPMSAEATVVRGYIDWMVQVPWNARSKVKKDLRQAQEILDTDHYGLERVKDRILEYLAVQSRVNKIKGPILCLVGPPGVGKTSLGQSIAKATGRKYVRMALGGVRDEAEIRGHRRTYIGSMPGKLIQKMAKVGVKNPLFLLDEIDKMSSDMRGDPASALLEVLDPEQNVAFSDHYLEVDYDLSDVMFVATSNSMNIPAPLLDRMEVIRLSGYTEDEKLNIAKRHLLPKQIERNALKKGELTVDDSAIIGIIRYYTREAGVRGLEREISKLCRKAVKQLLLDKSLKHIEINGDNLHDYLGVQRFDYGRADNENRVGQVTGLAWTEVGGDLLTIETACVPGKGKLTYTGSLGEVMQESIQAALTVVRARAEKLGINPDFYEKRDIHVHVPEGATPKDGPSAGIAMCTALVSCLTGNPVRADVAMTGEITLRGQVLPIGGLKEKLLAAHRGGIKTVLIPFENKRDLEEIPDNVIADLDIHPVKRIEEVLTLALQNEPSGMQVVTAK
TbMetRS inhib = T. brucei MetRS inhibitors, primary screen, biochemical, luminescence | actives 0.4% (n = 360,000) | inhibition, % at 11.9 µM | purified T. brucei MetRS, ATP depletion, Kinase-Glo luminescence | AID 624268, 2012;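 active means inhibition above a per-plate cutoff of the control wells' mean inhibition plus 3 SD, cut at about 5.5% in these data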;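 further: 0% = DMSO wells median and 100% = median of wells with control inhibitor compound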
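assay system = parasite MetRS enzyme | timing = 15 min preincubation, 2 h reaction, all 25 °C | evaluation = percent inhibition relative to median high and low control wells | medium = HEPES buffer containing pyrophosphatase, BSA, spermine, DTT | compound = single dose, 11.9 µM final nominal, 0.9% final DMSO | detection = Kinase-Glo luminescence, ATP depletion format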
CendR NRP1 mod = modulators of CendR peptide binding to NRP-1, primary screen, biochemical, fluorescence polarization, uHTS | FAM-RPARPAR peptide binding to NRP-1 | inhibition, % at 25 µM | Neuropilin-1 (Homo sapiens), O14786 | AID 602438, 2012 | actives 0.85% (n = 360,000);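 active means inhibition or corrected inhibition above about 18%, plus a signal ratio from 0.5 to 1.5, limit read from the data, passing the limit was not always enough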; further: strong numbers were not always called active
MsrA act = bovine MsrA enzyme activators, primary screen, biochemical, absorbance, HTS. activation, % at 10.6 µM. Methionine sulfoxide reductase A (Bos taurus). actives 0.3% (n = 360,000). purified bovine MsrA, absorbance read-out; in the data active means activation above about 7.5%;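 further: 0% = vehicle and 100% = reference activator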
MLLE-PAM2 inh = inhibitors of PABP1 MLLE–PAM2 peptide binding, primary screen, biochemical, fluorescence polarization, FITC-PAM2, GST-MLLE | Polyadenylate-binding protein 1 (Homo sapiens), P11940 | inhibition, % at 20 µM | actives 0.36% (n = 360,000); in the data active means inhibition above about 35%, passing the limit was not always enough;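 further: plate controls were DMSO wells with GST-MLLE for no effect and wells lacking GST-MLLE protein for full effect; some results filed as inactive read as strong as hits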
MT1-MMP act inh = blockers of MT1-MMP proenzyme processing, primary screen, HT1080 RFP-PRO-GFP cells, GFP/RFP fluorescence | GFP/RFP ratio fluorescence, overnight; percent of plate control window, DMSO zero | AID 651647, 2012 | GFP/RFP ratio change, % at 20 µM | actives 0.061% (n = 360,000);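 active means GFP/RFP ratio change of at least 30% with cell ATP level not reduced by more than half and red fluorescence within 50% of control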; further: strong numbers were not always called active
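Material: RFP-PRO-GFP reporter HT1080 cells. Dosing: single-point 20 µM compound, 1% DMSO. Controls: DMSO and RFP-L50D-GFP cell wells. Timing: cells overnight before dosing, compound overnight, 37 °C, 5% CO2. Measure: GFP/RFP fluorescence ratio.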
* = called active by the depositor; nt = no result given.

SMILES	SKN-1 block	MsrA inh	FAS TE block	eLon inh	TbMetRS inhib	CendR NRP1 mod	MsrA act	MLLE-PAM2 inh	MT1-MMP act inh
COc1ccc(CN(C)C(=O)Cn2ccc(N)nc2=O)cc1OC	3	-1.0	-8	-13	-0.3	-14	-1	-7	0
CS(=O)(=O)c1ccc(C(=O)NCc2ccccc2F)cc1	5	0.0	-3	10	0.0	22	-3	5	0
CNc1ccccc1C(C)(C)c1cc(-c2cccc(OC)c2)no1	73	1.3	16	6	-0.2	-49	-2	-34	47*
O=C(Cn1nnc(-c2ccccc2)n1)Nc1cccc(S(=O)(=O)N2CCCC2)c1	13	-1.4	5	-4	-0.2	4	-2	4	3
Cc1ccc(-n2c(-c3ccco3)n[nH]c2=S)cc1	6	-1.3	-6	7	-0.5	9	4	-1	1
Cc1ccc(-c2nn3c(C)nnc3c3ccccc23)cc1S(=O)(=O)N1CCN(CCO)CC1	16	-0.1	-2	6	0.3	-12	-2	-16	13
CCOC(=O)C1CCCN(CC(O)COCc2ccc3c(c2)OCO3)C1 (stereo not given)	-11	-0.9	-2	-1	-1.4	12	-10	6	10
C#CCOc1ccc(CNC[C@H]2O[C@@H](n3cnc4c(N)ncnc43)[C@H](O)[C@@H]2O)cc1	0	0.1	-7	-6	-1.4	4	-3	6	1
CCc1ccc(C2CC(c3ccccc3C)n3nc(N)nc3N2)cc1 (stereo not given)	4	-0.2	-3	2	-0.4	0	-1	-7	3
O=S(=O)(NCc1ccc(Cl)cc1Cl)c1ccc(N2CCOCC2)nc1	-2	-1.0	2	-6	6.9*	2	-1	14	0
Cc1nn(-c2ncc(C(F)(F)F)cc2Cl)c(=O)n1-c1cccc(Cl)c1	6	-0.5	-7	-4	0.0	1	0	7	-4
CC(CCOC1=NS(=O)(=O)c2ccccc21)NC(=O)C(=O)Nc1ccccc1 (stereo not given)	-3	-0.7	6	-1	-0.2	-24	-4	6	-1
COc1ccccc1NC(=S)N(Cc1cccs1)C1CCCC1	-4	0.2	26	0	-0.7	15	-6	-51	-4
COc1ccc(NC(=O)C2CCCN2c2nn3c(=O)cc(C)nc3s2)cc1 (stereo not given)	11	0.1	-7	13	-0.9	-3	1	-7	-1
CCCNC(=O)C1(C)CCN(C(=O)c2ccc3ccccc3c2)C1 (stereo not given)	6	0.9	-8	7	-0.2	-6	-1	-4	-2
O=C(NCc1ccccc1)C1c2ccccc2OCC(=O)N1Cc1ccco1 (stereo not given)	7	-1.1	-12	-3	0.2	-8	-2	nt	1
CCCOc1ccc(-c2nnc(-c3ccco3)o2)cc1	79*	0.5	1	1	-0.6	-2	-1	-1	4
Cn1c(=O)c2c(ncn2CC(=O)N/N=C/c2ccco2)n(C)c1=O	5	1.5	-9	25	-0.6	-5	-7	9	-4
CCN(CC)CCCOc1nc(C)nc2c1oc1ccccc12	-14	0.4	-15	-2	-0.5	-18	-4	-2	4
NC(=S)N/N=C/c1ccc(-c2ccc([N+](=O)[O-])cc2)o1	-10	1.9	-3	-21	0.0	-43	1	-4	-5
Cc1cccc(C(=O)NNC(=O)CCn2nnc3ccccc32)c1	0	0.7	-1	0	-0.1	3	-3	18	0
Cc1ccc(Nc2nc(CSc3nnc(-c4ccncc4)n3-c3ccccc3C)cs2)cc1	-2	-0.1	14	-4	-0.7	-11	0	-18	-13
CN(C(=O)CSc1nnc(-c2cccs2)n1N)c1ccccc1	11	0.6	-4	-5	-0.4	-6	-2	11	1
Cc1onc(-c2c(F)cccc2Cl)c1C(=O)Nc1nc2c(s1)CCCC2	10	0.5	18	0	-0.9	3	-8	-12	-8
Cc1ccc(N2CCN(CCCCN3C(=O)C4CCCN4C3=O)CC2)cc1 (stereo not given)	-2	0.1	-11	8	-0.5	19	-3	-8	0
CC(=O)Nc1ccc(Nc2nnc(-c3ccc(O)cc3)c3ccccc23)cc1	-12	1.9	-5	-8	-0.1	2	-3	-11	3
CO/N=C/C1C(=O)NN=C1c1ccccc1 (stereo not given)	1	-0.2	-6	-4	-0.1	-8	-2	5	0
CC(=O)N1c2ccccc2N2C(c3c(C)c(C)cc(C)c3C)=NON12	0	0.6	-3	0	-0.1	3	-1	-4	-6
CCOc1ccc(N2C(=O)C3Sc4[nH]c(=O)sc4C(c4ccc(OC)c(OC)c4)C3C2=O)cc1 (stereo not given)	2	0.8	-2	-7	0.1	-9	-5	14	-3
O=S(=O)(NCc1cccnc1)c1ccc(Cl)cc1	-3	0.5	-4	-3	-0.9	13	-1	-6	3
O=C(CSc1nc(Nc2ccccc2)nc(N2CCOCC2)n1)N1CCCC1	-13	0.2	-5	-9	-2.2	-4	-11	-4	-4
CCOC(=O)c1cc2c(=O)n3ccccc3nc2n(CC2CCCO2)c1=NC(C)=O (stereo not given)	-9	3.2	-5	-5	-0.3	-4	-4	1	4
O=C(Nc1ccc(Cl)cc1)c1csc(-c2ccccc2)n1	9	-0.2	61*	2	-1.1	-3	-10	5	6
CCNC(=O)NC(=O)C(C)OC(=O)C1CCN(S(=O)(=O)c2ccccc2C(=O)OC)CC1 (stereo not given)	4	-0.3	-4	3	0.2	4	0	4	1
Cc1ccc(S(=O)(=O)CCC(=O)OCc2cc(=O)oc3cc(C)ccc23)cc1	8	2.2	10	6	-0.5	21	-3	-4	3
COc1ccc(CCC(=O)Nc2ccc(S(=O)(=O)N3CCOCC3)cc2)cc1	16	0.9	4	-9	-0.2	-3	-2	3	5
COc1cc(CNc2cccc3[nH]c(C(F)(F)F)nc23)cc(OC)c1	17	0.8	8	4	0.5	-2	-1	-16	0
O=C(CCc1ccccc1F)N1CCN(c2ccc(C(F)(F)F)cn2)CC1	7	1.1	10	1	-0.8	9	1	7	4
CCCCN1C(=O)C(CC(=O)NCCCN(C)C)CC(C(=O)N2CCCCCC2)=C1C (stereo not given)	-3	0.0	-4	-6	-0.3	14	-3	nt	8
COc1ccc(C(CNC(=O)C(=O)Nc2ccc3c(c2)OCCO3)N2CCN(C)CC2)cc1 (stereo not given)	-12	-1.0	-4	3	-0.4	-1	-2	6	-3
CCCCN(C)CCCNC(=O)c1cc(-c2cccnc2)nc2ccccc12	-5	2.3	-5	-2	-0.9	-8	-3	-2	-2
COc1ccc(OC)c(S(=O)(=O)NCCCn2ccnc2)c1	1	1.0	-7	-1	-1.6	-21	-10	-6	-1
C(#Cc1ccccc1)Cn1nnc2ccccc21	20	1.4	5	-4	0.5	5	-3	-3	-1
CN(C(=O)c1ccccc1[N+](=O)[O-])c1ccccc1C(=O)NCc1ccccc1	-10	-2.0	-5	3	-0.7	3	-9	-2	1
Oc1ccc(NC(=S)N=Nc2c(O)[nH]c3ccccc23)cc1	4	3.2	-2	18*	0.3	3	-4	52*	5
O=C1CSc2ccc(S(=O)(=O)NCc3ccc(F)cc3)cc2N1	1	-0.1	-1	-5	0.3	0	0	10	-2
COc1cc(C(=O)N(C)CC(=O)Nc2cccc(F)c2)ccc1OCc1ccccc1	8	-0.7	3	6	-0.3	-13	-2	12	5
Cc1ccccc1Nc1cc2ccccc2c(=O)[nH]1	2	nt	25	-44	13*	-3	-8	9	-24
Cc1cc(NC(=O)Nc2ccccc2F)ccc1Br	7	-0.3	8	-8	-0.4	-18	-8	-2	-7
COc1cc(/C=N/NC(=O)CCOc2ccccc2C)cc(Br)c1O	3	3.6	0	4	-0.3	9	-6	15	4
COc1cc(C(CCN2CCN(c3ccccc3)CC2)c2c(OC)cc(OC)c3ccc(=O)oc23)cc(OC)c1OC (stereo not given)	5	-0.4	9	6	0.4	-14	-3	-13	3
CCC(=O)Nc1ccc(N2CCOCC2)c(S(=O)(=O)Nc2ccc(Cl)cc2)c1	7	0.5	1	-5	-0.5	-1	-2	35	-2
O=C(Nc1ccnn1C1CCN(C2CCOCC2)CC1)c1cccc(F)c1	19	-0.5	-4	5	-0.2	2	-3	-11	-4
Cc1ccccc1[C@@H]1C(C#N)=C(N)S[C@H]1C(=O)c1ccccc1	-2	-0.7	9	1	-0.9	10	-2	-2	-1
CNC(=O)COc1coc(CN2CCN(c3cccc(Cl)c3)CC2)cc1=O	-7	-0.9	-7	1	0.0	17	-3	3	-3
Cn1c(COc2ccccc2)nnc1SCCN1CCOCC1	4	0.3	-5	1	-0.5	-7	-2	-10	0
COc1ccc(NC(=O)CCCN2C(=O)CN(C)C2=O)cc1Cl	-4	0.1	-4	1	-0.2	-2	-2	7	2
CCC1CCCCN1CCCNC(=O)CN1C(=O)c2cccnc2Oc2ccc(C)cc21 (stereo not given)	0	-0.5	-6	-4	0.1	11	-2	15	4
Cc1ccc(C)c(Oc2cc(NC(=O)CCCn3nc(C)c([N+](=O)[O-])c3C)cc([N+](=O)[O-])c2)c1	-7	0.4	34	-7	-0.6	-2	-3	-11	-7
C=CCCC(=O)NC1CC(C)(C)Cc2c1cnn2-c1ccc(OC)cc1 (stereo not given)	-5	-0.2	-4	-15	-0.4	6	4	-6	4

Other records
SMILES	SKN-1 block	MsrA inh	FAS TE block	eLon inh	TbMetRS inhib	CendR NRP1 mod	MsrA act	MLLE-PAM2 inh	MT1-MMP act inh
Cc1ccc(OCC(=O)Nc2cccc(O)c2)cc1C	-16	-0.5	-6	-11	-0.4	3	-10	4	8
CN1CCC(=NNC(=O)c2cc(-c3ccc(Cl)cc3)n[nH]2)CC1	-6	1.2	-5	-5	-0.2	4	-3	-14	4
O=C(Nc1ccccc1C(F)(F)F)N1CCN(C(c2ccccc2)c2ccccc2)CC1	7	0.9	-6	-1	-0.3	-14	0	5	-26
CCCCNS(=O)(=O)c1ccc2nc(SCC(=O)c3ccccc3OC)[nH]c2c1	-5	0.6	4	1	13*	-8	-2	-92	0
CCOC(=O)c1c(C)[nH]c(C)c1C(=O)COC(=O)c1cccnc1Cl	6	0.9	-3	-8	0.3	-1	-2	-12	4

Rows are unselected (roughly 4% active in at least one column).
